# EBI2 block: EBI2 receptor antagonists, beta-arrestin recruitment, primary screen, cell-based, luminescence, 7a,25-OHC stimulation, uHTS. 0.81% of 360,000 active. inhibition, % at 5 µM. 7a,25-OHC stimulated. AID 651636, 2012; in the data active = inhibition above about 38%;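 note: enzyme fragment complementation signal reports receptor beta-arrestin coupling in cells; 0% = agonist plus DMSO wells and 100% = wells without agonist; some results beyond the cut were filed as inactive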
# 697 NFkB inh: inhibitors of PMA/ionomycin-induced NF-kB reporter, 697 cells, primary screen, B-cell NF-kB inhibitor project, cell-based, luminescence, uHTS | inhibition, % at 4 µM | 697 B-cell NF-kB luciferase reporter, 16 h | AID 435022, 2010 | 0.33% of 330,000 active; in the data active = inhibition above about 35%
# CCR6 antag: CCR6 receptor antagonists, primary screen, cell-based, CHO-K1, luminescence, beta-arrestin, uHTS. C-C chemokine receptor type 6 (Homo sapiens), P51684. CHO-K1 CCR6 PathHunter beta-arrestin, CCL20-stimulated. inhibition, % at 20 µM. 0.49% of 340,000 active. AID 493098, 2011;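 active = compounds whose inhibition of the agonist-driven luminescence signal at 20 µM reaches about 50%, limit read from the data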;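 note: cells stimulated with CCL20 at 14 nM final; plate controls were DMSO with CCL20 for no effect and DMSO without agonist for full effect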
# Jurkat NFkB inh: inhibitors of induced NF-kB luciferase reporter, primary screen, TCR NF-kB activation inhibitor project, cell-based, luminescence, uHTS; Jurkat, PMA/ionomycin-induced NF-kB luciferase reporter; inhibition, % at 4 µM; 0.53% of 330,000 active; AID 435003, 2010; in the data active = inhibition above about 50%
# Gli-Sufu antag: Gli-Sufu pathway antagonists, primary screen, luciferase luminescence, Sufu-KO-LIGHT cells, uHTS | Sufu-KO-LIGHT fibroblasts, Gli luciferase reporter luminescence | inhibition, % at 5 µM | 0.74% of 340,000 active | AID 588413, 2011;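 active = inhibition above about 55%, limit read from the data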;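 note: 0% = DMSO-treated cells and 100% = wells with medium but no cells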
# CXCR6 block: CXCR6 receptor inhibitors, primary screen, cell-based, beta-arrestin, luminescence, CHO-K1 PathHunter, 1536-well; inhibition, % at 20 µM; C-X-C chemokine receptor type 6 (Homo sapiens), O00574; 0.36% of 360,000 active; AID 602244, 2012; in the data active = inhibition above about 34%, passing the limit was not always enough;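 note: antagonist mode with CXCL16 agonist at 10 nM final; 0% = 10 nM CXCL16 with DMSO and 100% = unstimulated wells without agonist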
# UPR CHOP act: activators of apoptotic CHOP UPR arm, primary screen, cell-based, CHO-CHOP luciferase reporter, luminescence, uHTS; 0.34% of 330,000 active; UPR activation; percent of tunicamycin response over DMSO baseline; activation, % at 10 µM; AID 449763, 2010;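 active = at 10 µM dose, activation of 40% or more, normalized to positive control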;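 note: 100% = tunicamycin at 10 µg/mL and 0% = DMSO alone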
#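 System: CHO-CHOP luciferase reporter cell line; amount: 500 cells/well; buffer or medium: F12 medium containing 10% fetal bovine serum; incubation: 6 h compound exposure at 37 °C after overnight seeding; measured by: luciferase luminescence after 10 min with Steady-Glo reagent; evaluation: % reporter activation, DMSO baseline versus tunicamycin full activation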
# XBP1 UPR activ: activators of adaptive XBP1 UPR arm, primary screen, cell-based, CHO-XBP1 luciferase reporter, luminescence, uHTS. AID 463104, 2010. IRE1-XBP1 UPR activation; percent of tunicamycin response, DMSO as zero. 0.33% of 330,000 active. activation, % at 20 µM;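 active = versus positive control, 20 µM dose yields 30% or more activation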;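 note: 100% = tunicamycin at 10 µg/mL and 0% = DMSO only wells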
#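 Material: CHO-XBP1 cells stably carrying IRE1-XBP1-driven luciferase reporter / Amount: 1000 cells per well / Compound: 20 µM, 1% DMSO / Times: 6 h treatment, 37 °C / Detection: luciferase luminescence / Measure: % activation of reporter signal versus tunicamycin and DMSO controls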
# Mdm2 MdmX PPI: inhibitors of human Mdm2-MdmX association, primary screen, cell-based, luminescence, split luciferase, SaOS-2, uHTS. Protein Mdm4 (Homo sapiens) + E3 ubiquitin-protein ligase Mdm2 (Homo sapiens), …. SaOS-2 split-luciferase Mdm2/MdmX complementation. inhibition, % at 8 µM. 3% of 330,000 active. AID 485346, 2010;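 active = inhibition of at least 50% at 8 µM in the primary screen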
# Target sequence (O15151 whole entry, looked up): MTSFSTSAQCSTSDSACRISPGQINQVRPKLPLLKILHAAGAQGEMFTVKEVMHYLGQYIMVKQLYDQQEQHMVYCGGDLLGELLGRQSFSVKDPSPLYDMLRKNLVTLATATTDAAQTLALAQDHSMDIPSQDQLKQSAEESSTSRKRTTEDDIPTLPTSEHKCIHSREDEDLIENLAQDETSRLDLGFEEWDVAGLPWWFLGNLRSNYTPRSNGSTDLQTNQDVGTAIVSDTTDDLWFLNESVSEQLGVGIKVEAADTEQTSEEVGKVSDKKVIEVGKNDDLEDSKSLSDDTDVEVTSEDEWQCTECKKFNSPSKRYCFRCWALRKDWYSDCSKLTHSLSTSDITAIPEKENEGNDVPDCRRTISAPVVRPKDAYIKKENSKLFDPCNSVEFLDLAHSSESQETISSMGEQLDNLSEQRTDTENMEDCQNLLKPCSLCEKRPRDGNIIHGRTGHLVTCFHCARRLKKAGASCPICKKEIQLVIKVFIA
# Target sequence (Q00987 whole entry, looked up): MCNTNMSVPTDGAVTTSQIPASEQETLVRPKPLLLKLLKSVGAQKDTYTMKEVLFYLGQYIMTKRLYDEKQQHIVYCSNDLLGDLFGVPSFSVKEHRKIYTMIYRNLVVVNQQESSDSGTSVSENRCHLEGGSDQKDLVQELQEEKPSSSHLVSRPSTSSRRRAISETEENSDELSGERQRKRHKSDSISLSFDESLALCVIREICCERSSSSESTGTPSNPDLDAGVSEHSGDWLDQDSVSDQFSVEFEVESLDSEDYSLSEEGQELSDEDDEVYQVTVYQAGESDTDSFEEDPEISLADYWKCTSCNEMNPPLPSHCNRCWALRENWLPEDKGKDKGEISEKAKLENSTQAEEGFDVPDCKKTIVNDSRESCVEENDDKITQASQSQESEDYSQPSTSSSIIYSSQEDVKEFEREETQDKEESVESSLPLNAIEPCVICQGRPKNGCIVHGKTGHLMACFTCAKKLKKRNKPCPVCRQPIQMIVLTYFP
# An asterisk follows results filed as active; nt = no result given. Hits appear at their usual frequency; any-hit rate near 5%.
SMILES,Mdm2 MdmX PPI,CXCR6 block,XBP1 UPR activ,Gli-Sufu antag,UPR CHOP act,Jurkat NFkB inh,697 NFkB inh,EBI2 block,CCR6 antag
CCn1cc([C@@H]2C[C@H]3CN(Cc4cccc(Cl)c4)C(=O)[C@]34CCCN24)c(C)n1,-26,10,0,11,-1.2,6,12,1,12
Cc1cc(OCC(=O)NCc2ccncc2)c2c(C)c(C)c(=O)oc2c1,17,0,-4,-4,-0.1,9,8,2,-2
Cc1ccc(Cn2ncc3c(N4CCOCC4)ncnc32)cc1,7,-6,0,6,-1.3,-1,0,10,-1
COc1ccc(/C=N\NC(=O)/C(=C\Nc2nccc(C)n2)NC(=O)c2ccccc2)cc1,-14,9,2,8,-0.7,11,24,5,11
O=C1C=C(c2ccc(-c3ccccc3)c(F)c2)C[C@@H](c2ccc3c(c2)OCO3)C1,1,-3,-5,-8,-1.6,-7,2,6,5
Cc1cc(C(=O)CSc2nnc(N)s2)c(C)n1-c1c(C)n(C)n(-c2ccccc2)c1=O,12,-2,-5,-2,0.4,-2,13,4,4
CCOC(=O)N1CCN(C(=O)Cn2cnc3ccccc3c2=O)CC1,-2,-3,-3,5,0.5,-13,10,-4,-2
COc1ccc(NC(=O)CCNS(=O)(=O)c2cccc3nonc23)cc1Cl,6,3,1,-19,-0.1,3,-3,13,-2
CCN(CC(=O)Nc1ccccc1C(F)(F)F)C(=O)c1cc(-c2cccs2)nn1-c1ccccc1,16,1,-5,1,-1.0,-8,-35,0,13
Cc1ccc(C23CC4CC(CC(C(N)=O)(C4)C2)C3)cc1,-8,2,2,-18,2.7,3,-2,3,9
CSc1cccc(NC(=S)NCCCO)c1,4,2,-1,3,-0.4,-26,-3,15,5
Cc1ccc(NC(=O)C2C(c3ccccc3)C=CC(c3ccccc3)C2C(=O)O)cc1 (configuration not stated),13,-8,-3,-3,-1.0,0,14,6,-13
Cc1ccc(S(=O)(=O)NCCCNS(=O)(=O)c2ccccc2[N+](=O)[O-])cc1,24,-5,-3,5,-2.1,-5,21,-11,8
CC1CCN(CCNC(=O)c2ccc3c(=O)n(Cc4ccc(Cl)cc4)c(=S)[nH]c3c2)CC1,97*,1,7,10,3.1,-3,-2,-1,-5
O=C(NCc1ccc2c(c1)OCO2)c1cc([N+](=O)[O-])ccc1N1CCCCC1,42,4,0,28,2.7,65*,-54,83*,16
COC(=O)C1=C(N)Oc2cc(C)n(Cc3cccnc3)c(=O)c2C1c1ccc(OC)c(OC)c1OC (configuration not stated),-11,-16,-2,10,0.3,15,2,-6,-6
CCN1C(=O)/C(=C2/Sc3ccccc3N2CC)S/C1=N\c1ncn[nH]1,35,-2,11,-4,0.6,5,10,-9,0
Cc1c(Cl)cccc1NC(=O)NCc1ccncc1,7,2,0,6,2.0,3,14,3,-13
COc1ccc(CN2CCNC(=O)C2CC(=O)NCC(C)(C)N2CCOCC2)cc1C (configuration not stated),-13,-4,-9,37,-1.2,-4,14,8,7
Cc1cc(=O)c2c(O)c(O)ccc2o1,5,-14,2,3,-1.3,-2,3,-1,5
O=C1c2ccccc2C(=O)N1Cc1cnc(N2CCN(c3ccccc3)CC2)s1,24,-3,5,-25,0.9,19,-18,7,10
COCCn1c(C)cc(C(=O)CSc2nnc(C)s2)c1C,52*,-9,-7,19,-8.9,18,-4,-15,-10
COc1cccc(N2CCN(C(=S)Nc3ccccc3)CC2)c1,1,2,-1,-35,3.2,-10,-18,-1,2
O=C(c1cccs1)N1CCN(Cc2cn[nH]c2-c2ccc(F)cc2F)CC1,18,11,-2,4,0.2,1,-27,-4,4
O=C1C=C(Nc2cccc(Cl)c2)CC(c2ccco2)C1 (configuration not stated),4,-6,-1,9,-1.1,6,13,-5,15
Cc1c(NC(=O)c2cccs2)cccc1C(=O)O,-13,0,-1,-16,-0.3,-3,-33,-5,10
CC(=O)c1c(O)c(C)c(-c2ccccc2)n(-c2ccccc2)c1=O,9,4,-1,4,0.9,-5,-14,-5,15
COc1ccc(NC(=S)c2ccncc2)cc1,4,-8,-2,-1,2.6,18,11,-9,3
COc1ccc(C(=O)NC(=O)Nc2ncccc2C)cc1,-3,0,3,-77,-0.2,-30,-19,-12,16
CSc1nc2c(c(=O)[nH]1)C(c1cccs1)C1=C(CCCC1=O)N2 (configuration not stated),-9,-22,-1,-3,0.3,19,-13,-10,-19
CC1(C)Cc2ccccc2-c2nnc(-c3ccc4ccccc4n3)n21,6,16,2,8,-0.5,4,-13,-10,-6
CCOC(=O)N1CCN(S(=O)(=O)c2ccc(F)c(C(=O)Nc3cccc(C)c3C)c2)CC1,19,7,0,3,-1.5,13,8,-4,4
O=C(Nc1cc(N2CCOCC2)ncn1)c1ccc(F)cc1,-35,0,2,-37,1.8,-14,2,-6,-5
Cc1ccccc1NC(=O)COc1coc(CN2CCN(Cc3ccccc3)CC2)cc1=O,17,1,0,8,1.0,0,-23,8,4
COc1ccccc1NC(=O)c1ccc(C)c(S(=O)(=O)N2CCCCC2)c1,1,6,-2,-29,7.8,11,9,9,12
CCNC(=O)COC(=O)c1csc2c1CCCC2,7,-3,2,3,-1.7,14,-38,-7,-15
Cc1ccc2c(C)c(C(=O)Nc3c(C)n(C)n(-c4ccccc4)c3=O)oc2c1C,15,-5,0,13,0.8,0,-7,-8,-2
COc1ccc(CN2CCCC(C(=O)c3cccc(OC(C)C)c3)C2)cc1Cn1cccn1 (configuration not stated),8,9,-1,10,-0.9,9,-2,6,21
COc1cc(NS(=O)(=O)c2ccc(OC)c(C)c2C)c(OC)cc1Cl,51*,6,1,20,-0.7,58*,-44,-2,6
Cc1cc(=O)oc2cc(OCCSCCN3CCOCC3)ccc12,10,0,1,-8,2.2,-5,-4,-10,-16
COc1ccccc1NC(=O)Nc1ccc(Cc2ccncc2)cc1,-20,3,3,50,2.9,-1,0,-9,-8
Cc1cccnc1N(C(=O)Nc1ccccc1)C1=NCC(C)(C)S1,15,-1,2,-2,-0.2,5,3,-8,20
C[C@@]12C(=O)N(CCO)CC(=O)N1[C@H](/C=C/c1ccccc1)[C@@H]1C(=O)N(c3ccccc3)C(=O)[C@@H]12,-14,nt,2,-19,0.0,15,-6,nt,16
Cc1ccc(S(=O)(=O)Nc2cccc3c2O[C@H](CN(C)C(=O)Nc2cccc4ccccc24)[C@H](C)CN([C@H](C)CO)C3=O)cc1,15,-17,1,3,2.9,-8,-15,3,-3
COc1ccc(NC(=O)CN2CCOCC2)cc1,31,-1,-2,18,-0.4,-4,13,-3,-4
CC1C/C(=C/c2ccco2)C(=O)/C(=C/c2ccco2)C1 (configuration not stated),-1,nt,2,nt,5.6,10,-15,nt,nt
CN(C)CCCNC(=O)/C(=N\O)c1ccccc1,-36,-1,-3,3,-0.3,-13,-4,-7,6
CO/N=C/C(=N\Nc1ccccc1)C(=O)c1ccccc1,12,7,2,-5,0.9,-31,1,16,17
CC[C@]12c3[nH]c4cc(-c5ccco5)ccc4c3CCN1C(=O)[C@@H](CC(=O)NCCc1ccccn1)C[C@@H]2C(=O)N1CCN(C(=O)C2CC2)CC1,10,-10,-3,5,1.2,nt,-9,-6,10
Cc1ccc(CC(=O)Nc2ccc(F)c([N+](=O)[O-])c2)cc1,34,-6,-3,-3,1.1,-8,10,-3,5
CCOC1(OCC)N=C(N)C2(C#N)C(c3cccc(OC)c3OC)C12C#N (configuration not stated),8,-4,1,6,0.0,13,24,-1,-6
CCC(=O)c1ccc(OCC(O)CN2C(=O)NC(C)(C)C2=O)cc1 (configuration not stated),22,4,-2,6,-1.6,-7,16,-3,4
Cc1ccc(NC2CCCN(C(=O)CCC3(C)CC3)C2)cc1C (configuration not stated),23,-2,-3,0,12,6,1,2,-8
CCOC(=O)C1(Cc2ccccc2C)CCCN(C(=O)c2ccc(CSC)o2)C1 (configuration not stated),-2,-2,-2,-15,1.6,-3,-28,3,7
COc1ccc(/C=C/C(=O)OCC(=O)NCCC2=CCCCC2)cc1,16,-10,-1,-2,-1.5,6,4,10,-4
COC(C(=O)NNC(=O)Cc1ccc(Cl)cc1)c1ccccc1 (configuration not stated),18,-1,-4,-1,-0.6,-14,6,-10,14
COc1ccc(CCN2CC(C(=O)O)CC2=O)cc1 (configuration not stated),18,5,-1,96*,0.5,5,20,-13,2
Nc1c(Cl)cc(-c2cn(CCC(=O)O)c(-c3ccc(Cl)nc3)n2)cc1Cl,15,4,1,0,1.0,9,5,-7,2
Cc1ccccc1S(=O)(=O)N(CC(O)CN1C(=O)NC(C)(C)C1=O)c1ccccc1 (configuration not stated),5,-7,1,13,-0.3,3,9,0,2
O=C(CCCCCNC(=O)N1CCn2c1nc1ccccc12)NCc1ccccc1Cl,14,8,-9,6,0.5,20,9,16,18

# Single entries from the results shown.
# Entry of Cc1cccnc1N(C(=O)Nc1ccccc1)C1=NCC(C)(C)S1 in Jurkat NFkB inh: 5
# Entry of Cc1ccc(S(=O)(=O)Nc2cccc3c2O[C@H](CN(C)C(=O)Nc2cccc4ccccc24)[C@H](C)CN([C@H](C)CO)C3=O)cc1 in CCR6 antag: -3
# Entry of Cc1ccccc1S(=O)(=O)N(CC(O)CN1C(=O)NC(C)(C)C1=O)c1ccccc1 (configuration not stated) in XBP1 UPR activ: 1
# Entry of COC(C(=O)NNC(=O)Cc1ccc(Cl)cc1)c1ccccc1 (configuration not stated) in CCR6 antag: 14
# Entry of CCOC(=O)C1(Cc2ccccc2C)CCCN(C(=O)c2ccc(CSC)o2)C1 (configuration not stated) in CXCR6 block: -2

# Later entries
SMILES,Mdm2 MdmX PPI,CXCR6 block,XBP1 UPR activ,Gli-Sufu antag,UPR CHOP act,Jurkat NFkB inh,697 NFkB inh,EBI2 block,CCR6 antag
O=C(Nc1ccccc1)N1CCCC1c1cccs1 (configuration not stated),-17,-8,-2,-1,1.0,5,3,-5,3
Clc1ccc(C2Nc3cccc4cccc(c34)N2)c(Cl)c1,nt,-5,nt,-34,nt,nt,nt,10,10
CCN(CC)C(=O)N1CCN(C(=O)N(CC)CC)CC1,-11,-5,0,0,0.3,-8,16,-4,1
CCC(C)(C)C1CCC2(CC1)NC(CO)(CO)CO2 (configuration not stated),-6,-23,1,0,0.4,10,30,1,-9
Cc1ccc(S(=O)(=O)NCC(=O)NCc2cc(=O)n(C)c(=O)n2C)cc1,23,-3,-4,1,1.0,9,7,9,4

# Reformatted: results already given
# Values run as follows: Mdm2 MdmX PPI | CXCR6 block | XBP1 UPR activ | Gli-Sufu antag | UPR CHOP act | Jurkat NFkB inh | 697 NFkB inh | EBI2 block | CCR6 antag
- COC(C(=O)NNC(=O)Cc1ccc(Cl)cc1)c1ccccc1 (configuration not stated)
    18 | -1 | -4 | -1 | -0.6 | -14 | 6 | -10 | 14
- COc1ccc(CCN2CC(C(=O)O)CC2=O)cc1 (configuration not stated)
    18 | 5 | -1 | 96* | 0.5 | 5 | 20 | -13 | 2
